# ATG4B inh: blocks human ATG4B protease cleavage of LC3 substrate; ATG4B cleavage of LC3-PLA2, NBD-HPC fluorescence, 1 h; actives 0.51% (n = 340,000); Q9Y4P1; inhibition, % at 8.33 µM; in the data active = inhibition above about 40%
# Target sequence (Q9Y4P1 whole entry, looked up): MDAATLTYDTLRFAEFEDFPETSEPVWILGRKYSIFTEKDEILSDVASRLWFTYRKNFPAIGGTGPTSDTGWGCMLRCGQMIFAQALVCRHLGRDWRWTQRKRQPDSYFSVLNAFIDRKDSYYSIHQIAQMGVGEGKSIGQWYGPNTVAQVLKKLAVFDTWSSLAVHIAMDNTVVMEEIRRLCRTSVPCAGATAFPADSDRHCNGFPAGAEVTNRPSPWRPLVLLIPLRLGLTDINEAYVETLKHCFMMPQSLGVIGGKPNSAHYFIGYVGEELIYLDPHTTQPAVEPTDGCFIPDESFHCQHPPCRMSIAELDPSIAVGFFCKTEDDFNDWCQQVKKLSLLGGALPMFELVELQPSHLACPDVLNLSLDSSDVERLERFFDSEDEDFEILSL
# hIAP act: human IAP activation. P09923. purified human IAP, CDP-Star luminescence, 30 min; active compounds read high; 1 = vehicle-only enzyme, 0 = enzyme-free background. activation factor at 10 µM. actives 0.16% (n = 330,000). AID 2524;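 active = activation factor of the enzyme at least 2-fold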; note: the source names both 10 and 20 µM as test concentration; values of inactives mirror those of a sister screen read the other way
# Target sequence (P09923 whole entry, looked up): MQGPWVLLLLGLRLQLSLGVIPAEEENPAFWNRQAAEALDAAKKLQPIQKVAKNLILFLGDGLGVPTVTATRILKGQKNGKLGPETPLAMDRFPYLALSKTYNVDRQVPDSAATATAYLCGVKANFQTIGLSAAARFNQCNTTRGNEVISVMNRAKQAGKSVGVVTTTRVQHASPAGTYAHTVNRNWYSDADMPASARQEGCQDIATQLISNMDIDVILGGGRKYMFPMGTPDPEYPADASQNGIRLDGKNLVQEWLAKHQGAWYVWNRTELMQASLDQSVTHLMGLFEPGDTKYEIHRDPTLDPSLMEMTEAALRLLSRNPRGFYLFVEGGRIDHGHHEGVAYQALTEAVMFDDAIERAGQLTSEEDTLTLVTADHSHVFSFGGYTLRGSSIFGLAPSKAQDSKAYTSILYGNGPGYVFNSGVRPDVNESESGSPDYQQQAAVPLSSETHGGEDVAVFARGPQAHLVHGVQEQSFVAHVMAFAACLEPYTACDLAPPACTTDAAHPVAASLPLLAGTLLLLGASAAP
# TIM10 inh: growth inhibitors of TIM10 yeast strain; S. cerevisiae TIM10 strain growth, BacTiter-Glo luminescence, 24 h; inhibition, % at 10 µM; actives 1.4% (n = 330,000); AID 463195;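 active = inhibition of 40% or more at the single tested concentration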;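 note: wild-type TIM10 isogenic control strain grown at permissive 25 °C; 0% = DMSO yeast wells and 100% = minimal medium wells without yeast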
# mIAP inh: mouse IAP inhibition | purified mouse IAP, CDP-Star luminescence, 30 min | inhibition, % at 10 µM | actives 0.2% (n = 330,000) | AID 2806;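 active = inhibition of at least 40% at 10 µM in the primary screen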;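 note: plate controls were DMSO with enzyme for no effect and no enzyme wells for full effect; values of inactives mirror those of a sister screen read the other way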
# hIAP inh: blocks human intestinal alkaline phosphatase | P09923 | purified IAP, CDP-Star luminescence, 30 min | inhibition, % at 10 µM | actives 0.12% (n = 330,000);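 active = inhibition reaching a set limit with compound at 10 µM in the primary screen, cut at about 35% in these data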;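 note: plate controls were DMSO wells with enzyme for no effect and no-enzyme buffer wells for full effect; values of inactives mirror those of a sister screen read the other way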
# Apaf-1 inh: blocks human Apaf-1 apoptosome activity; inhibition, % at 20 µM; AID 489030; actives 0.71% (n = 330,000); reconstituted apoptosome caspase-3 activity, DEVD-Rh110 fluorescence; active = inhibition of at least 40% at 20 µM;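 note: plate controls were DMSO wells for no effect and DEVD-CHO caspase inhibitor wells for full effect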
#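 Material: biochemical Apaf-1 apoptosome reconstitution. Medium: Hepes buffer, pH 7.5. Also added: cytochrome c activation, bis-DEVD rhodamine 110 substrate. Timing: 30 min compound preincubation, 50 min activation, room temperature. Measured by: rhodamine 110 fluorescence at Ex 480/Em 540 nm.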
# NALP3 yeast inh: NALP3 inhibition in yeast; AID 2825; actives 0.39% (n = 330,000); inhibition, % at 10 µM; Yeast reconstituted NLRP3/ASC/caspase-1, beta-gal luminescence, 24 h;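 active = inhibition of 50% or more; inactive = inhibition below 50%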;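 note: plate controls were induced DMSO wells for no effect and uninduced yeast grown without galactose for full effect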
# mIAP activ: increases mouse intestinal alkaline phosphatase activity; muIAP, CDP-Star luminescence, 30 min; active compounds read high; 1 = vehicle-only enzyme signal, 0 = enzyme-free wells; activation factor at 10 µM; actives 0.24% (n = 330,000);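 active = activation factor of at least 2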; note: the source names both 10 and 20 µM as test concentration; values of inactives mirror those of a sister screen read the other way
#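 System: Mouse IAP enzyme | Also added: CDP-Star substrate | Dosing: Compounds dispensed in DMSO | Schedule: 30 min enzyme-substrate-compound incubation at room temperature | Technique: Chemiluminescence readout | Control set: DMSO-only wells and no-enzyme negative control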
# tim10-1 inh: growth inhibitors of tim10-1 mutant yeast; inhibition, % at 20 µM; actives 2.2% (n = 330,000); S. cerevisiae tim10-1 ts strain growth, BacTiter-Glo, 24 h;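 active = inhibition of at least 40%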;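 note: mutant grown at 25 °C; 0% = DMSO wells with yeast and 100% = wells holding no yeast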
# * = called active by the depositor.
SMILES	ATG4B inh	hIAP act	TIM10 inh	mIAP inh	hIAP inh	Apaf-1 inh	NALP3 yeast inh	mIAP activ	tim10-1 inh
Cc1noc(C)c1S(=O)(=O)N(C)C[C@H]1Oc2ccc(NC(=O)CCC(F)(F)F)cc2C(=O)N([C@H](C)CO)C[C@@H]1C	-13	0.87	2	-24	13	1	9	1.2	8
C#Cc1ccc([C@@H]2C=C(C(=O)NC3CC3)O[C@H](OCC)[C@H]2CCCO)cc1	-8	0.85	9	15	15	-2	6	0.85	22
COc1cccc(C(=O)NCC(=O)NCc2cc(=O)n(C)c(=O)n2C)c1	-7	1.1	-3	-4	-6	-3	-10	1	-3
COc1ccc(CC(=O)N2CCOCC2)cc1	9	0.92	-6	-13	8	6	0	1.1	18
Fc1ccc(-c2nn3c(C4COc5ccccc5O4)nnc3s2)cc1 (stereo not given)	-9	1.2	34	11	-24	17	2	0.89	47*
Cc1ccc(N/N=C/c2c(O)cc(C)oc2=O)cc1	6	0.89	-42	-1	11	5	21	1	-4
CSc1sc(C(=O)N2CCc3ccccc32)cc1S(=O)(=O)C(C)C	-4	1.1	-16	-5	-10	17	13	1.1	-13
Cc1ccc(C(=O)N/C(=C\c2cccnc2)c2nc3ccccc3[nH]2)cc1	3	1.1	-4	8	-8	-2	5	0.92	-13
CCN(CC)S(=O)(=O)c1ccc(N2CCOCC2)c(NC(=O)C2CCCO2)c1 (stereo not given)	-4	1.1	-10	-8	-9	-7	-8	1.1	9
O=C(NCc1cccnc1)C1CC(=O)N(c2ccc(F)cc2)C1 (stereo not given)	-10	1.1	2	5	-10	-5	-7	0.95	-6
Oc1[nH]c2ccc(Br)cc2c1N=NC(=S)N1CCOCC1	3	1.5	18	13	-54	-5	30	0.87	19
CCN1CCCC1CNC(=O)c1cc(S(=O)(=O)N(C)C)ccc1Cl (stereo not given)	-3	0.89	11	4	11	2	4	0.96	-12
COc1cc(/C=C2\SC(=O)NC2=O)ccc1OCC(=O)N1CCOCC1	-10	0.99	0	-12	0	5	4	1.1	-5
Cc1ccc(-c2nc(NCc3cccnc3)c3ccccc3n2)cc1	32	0.95	11	-2	5	12	18	1	46*
Nc1nnc(SCC(=O)N2CCN(Cc3ccccc3)CC2)s1	-2	1.1	2	-6	-7	9	22	1.1	6
NS(=O)(=O)c1ccc(CCNC(=O)CCCC2=NS(=O)(=O)c3ccccc3N2)cc1	-5	1.1	5	2	-8	-4	-3	0.97	3
N#CC12CCCCC1CC1CCCCC1(C#N)N2N (stereo not given)	2	1.2	25	-1	-22	-1	3	1	26
CCc1cc(=O)[nH]c(SCC(=O)N2CCC(Cc3ccccc3)CC2)n1	-5	0.97	9	0	3	18	3	1	-2
C=CCNC(=O)CSc1nnc(-c2ccccc2Cl)n1-c1c(C)n(C)n(-c2ccccc2)c1=O	2	0.95	-9	0	5	-11	9	1	7
COc1cccc(NC(=O)CN(C)C(=O)c2cc3c(s2)CCCC3)c1	0	0.84	-6	-1	16	2	25	1	-21
CCc1cc(=O)oc2cc(C)cc(OCC(=O)NCC3CCC(C(=O)O)CC3)c12 (stereo not given)	-17	0.93	5	-17	7	3	-4	1.2	-10
COc1ccc(Br)c(-c2nnc(CS(=O)(=O)c3ccccc3)o2)c1	2	0.93	24	-4	7	9	0	1	46*
O=C(Nc1ccc(-c2nc3cc(NC(=O)c4cccs4)ccc3o2)cc1)c1cccs1	-7	0.74	-22	2	26	-16	37	0.98	6
CCOC(=O)C1CCN(C2=NC(=O)/C(=C/c3ccccc3OC)S2)CC1	1	1	10	2	-2	18	21	0.97	39
COc1ccc(NC(=O)CCc2nc(-c3ccc(C)cc3)no2)cc1Cl	-11	1	-13	-5	-3	-1	33	1.1	-11
COc1ccccc1-c1oc2ccccc2c1C#CC1(N)CCCCC1	0	0.91	31	8	9	68*	37	0.92	12
CCn1c2ccccc2c2cc(NC(=O)COC(=O)c3ccccc3F)ccc21	4	0.96	-3	-8	4	-4	11	1.1	-10
CCCN(CCC)C(=O)c1c(NC(=O)CC)sc2c1CCCCC2	-3	0.93	30	-3	7	12	2	1	25
C=CCn1c(SCC(=O)OCC)nc2cc(C(=O)NCc3ccco3)ccc2c1=O	-4	0.92	7	-3	8	7	10	1	20
Cc1nccn1CC(=O)O	-8	1.3	-21	-18	-30	5	2	1.2	8
CC(C)(C)N(Cc1cc2ccccc2[nH]c1=O)C(=O)C1CCCCC1	-1	0.98	-6	10	2	16	-21	0.9	15
CCOc1ccccc1NC(=O)c1cc(C(=O)c2cc(Br)ccc2O)coc1=N	56*	0.82	16	13	18	10	-12	0.87	-1
NC(=O)C1(c2ccccc2)CCC(=O)N1c1ccccc1 (stereo not given)	-8	1.1	-15	-21	-7	2	7	1.2	4
COc1ccc(S(=O)(=O)N2CC(O)CC2C(=O)Nc2cccnc2)cc1 (stereo not given)	5	0.99	-8	6	1	-7	9	0.94	-2
Cc1onc(-c2c(F)cccc2Cl)c1C(=O)NCCc1ccncc1	2	1	3	0	-4	0	-3	1	0
CCc1c(O)nc(SCC(=O)Nc2ccccc2)n(-c2ccccc2)c1=O	-6	0.86	18	15	14	-12	10	0.85	20
Cc1cnc(C)c(N2CCC(C(=O)NC(C)c3cccs3)CC2)n1 (stereo not given)	-11	1.1	-4	-8	-12	6	20	1.1	0
COC(=O)N1CC(C)N(C(=O)OC)CC1C (stereo not given)	2	1	-17	-6	-4	5	13	1.1	1
Nc1nonc1-n1nnc(C(=O)N/N=C/C=C/c2ccccc2)c1CSC1=NCCS1	-2	1.1	18	7	-6	-7	8	0.93	9
COc1ccc(-n2nnnc2CNC(=O)c2ccc3ccccc3c2)cc1	-18	1.1	-3	-8	-8	9	24	1.1	8

# Arranged by SMILES length (descending): part of the list above.
SMILES	ATG4B inh	hIAP act	TIM10 inh	mIAP inh	hIAP inh	Apaf-1 inh	NALP3 yeast inh	mIAP activ	tim10-1 inh
Nc1nonc1-n1nnc(C(=O)N/N=C/C=C/c2ccccc2)c1CSC1=NCCS1	-2	1.1	18	7	-6	-7	8	0.93	9
COc1ccc(NC(=O)CCc2nc(-c3ccc(C)cc3)no2)cc1Cl	-11	1	-13	-5	-3	-1	33	1.1	-11
Cc1cnc(C)c(N2CCC(C(=O)NC(C)c3cccs3)CC2)n1 (stereo not given)	-11	1.1	-4	-8	-12	6	20	1.1	0

# (next part)
compound	ATG4B inh	hIAP act	TIM10 inh	mIAP inh	hIAP inh	Apaf-1 inh	NALP3 yeast inh	mIAP activ	tim10-1 inh
Cn1cc(S(=O)(=O)NC2CCCCCC2)c(=O)n(C)c1=O	7	1.2	-4	-4	-21	-22	7	1	-14
C[C@H]1CN([C@@H](C)CO)C(=O)Cc2cc(NC(=O)Cc3ccccc3)ccc2O[C@H]1CN(C)C(=O)Nc1cccc2ccccc12	-8	1	14	-26	0	20	6	1.3	-2
Cc1ccc(NC(=O)CNCc2ccccc2)c(Br)c1	-7	1	21	-5	-3	12	17	1	12
O=c1oc2ccccc2c2nccnc12	2	0.97	0	-17	3	0	0	1.2	3
CC(=O)N1CCc2cc(S(=O)(=O)N3CC(C)CC(C)C3)ccc21 (stereo not given)	0	0.97	0	0	3	1	14	1	24
Cc1nnc(NC2=NCCC2)o1	-1	0.97	-4	-6	3	1	3	1.1	2
CCOc1ccc(Br)cc1C(=O)Nc1ccc(C(=O)NCC(C)C)cc1	3	0.99	-11	4	1	2	6	0.96	4
O=C(NC1CCCC1)c1ccc(S(=O)(=O)N2CCOCC2)cc1	0	1.1	-27	2	-8	4	14	0.98	14
CN(Cc1ccccc1)C(=O)c1[nH]cnc1C(=O)Nc1ccon1	3	1.6	-6	24	-58	-4	13	0.76	-1
O=C(Nc1ccc(-c2nc3cc(Cl)ccc3o2)cc1)C1CCCO1 (stereo not given)	-1	1.1	22	7	-12	-3	27	0.93	33
Cc1ccc(NC(=O)CN2C(=O)S/C(=C\c3cccn3-c3cccc(C(=O)O)c3)C2=O)c(C)c1	0	1.1	-25	14	-15	6	10	0.86	8
COc1ccc(CC(=O)NCc2ccc(Cl)cc2)cc1S(=O)(=O)N1CCOCC1	-5	1	7	6	-3	3	4	0.94	14
O=C(Cn1c(C(=O)NCCCN2CCOCC2)cc2sccc21)c1ccccc1	12	0.93	4	-1	7	-13	9	1	8
CCc1nc(-c2ccccc2O)n(-c2ccccc2)n1	-10	1	6	2	-2	3	9	0.98	16
CC(=O)c1cc2c(cc1NS(=O)(=O)c1ccc(C)cc1)OCO2	-7	0.89	3	4	11	-8	19	0.96	27
Cc1ccc(S(=O)(=O)N2CCN(C(=O)CSc3ncc(C(F)(F)F)cc3Cl)CC2)cc1	-17	0.91	31	4	9	28	27	0.96	24
O=C1CNC(=O)/C1=C\N1CCCCC1	2	1.1	11	-6	-5	-17	12	1.1	16
COc1ccccc1CNC(=O)c1cc(C(C)=O)c[nH]1	5	0.95	-4	-2	5	-5	9	1	1
COc1ccc(S(=O)(=O)Nc2nc3n(n2)C(c2ccc(Cl)cc2)CC(=O)N3)cc1 (stereo not given)	0	1.2	12	10	-16	-1	8	0.91	-7
CC(=O)c1cccc(OCc2cc(C(=O)N(C)CCc3ccccn3)no2)c1	22	0.98	12	8	2	6	1	0.92	7
CCC(C)c1ccc(NC(=O)C2CC2)cc1 (stereo not given)	-15	1	16	-13	-4	14	3	1.1	29

# In the list so far, seven have an aryl thioether with sulfur outside any ring.
compound	ATG4B inh	hIAP act	TIM10 inh	mIAP inh	hIAP inh	Apaf-1 inh	NALP3 yeast inh	mIAP activ	tim10-1 inh
CSc1sc(C(=O)N2CCc3ccccc32)cc1S(=O)(=O)C(C)C	-4	1.1	-16	-5	-10	17	13	1.1	-13
Nc1nnc(SCC(=O)N2CCN(Cc3ccccc3)CC2)s1	-2	1.1	2	-6	-7	9	22	1.1	6
CCc1cc(=O)[nH]c(SCC(=O)N2CCC(Cc3ccccc3)CC2)n1	-5	0.97	9	0	3	18	3	1	-2
C=CCNC(=O)CSc1nnc(-c2ccccc2Cl)n1-c1c(C)n(C)n(-c2ccccc2)c1=O	2	0.95	-9	0	5	-11	9	1	7
C=CCn1c(SCC(=O)OCC)nc2cc(C(=O)NCc3ccco3)ccc2c1=O	-4	0.92	7	-3	8	7	10	1	20
CCc1c(O)nc(SCC(=O)Nc2ccccc2)n(-c2ccccc2)c1=O	-6	0.86	18	15	14	-12	10	0.85	20
Cc1ccc(S(=O)(=O)N2CCN(C(=O)CSc3ncc(C(F)(F)F)cc3Cl)CC2)cc1	-17	0.91	31	4	9	28	27	0.96	24

# High-throughput results from PubChem.
